Bioassay records as filed in PubChem BioAssay.
Lipid droplet: modulators of hepatic lipid droplet formation | AML12 mouse hepatocytes, oleate lipid droplets, BODIPY imaging | inhibition, % at 6.5 µM | 240,000 compounds, 0.4% hits | AID 1656;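 active means lipid droplet intensity inhibited by at least 50%, with more than 500 cells counted; inconclusive means wells with under 300 cells, treated as cytotoxic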
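Material – mouse AML12 hepatocyte cell line, fixed after treatment · Compound dosing – one dose, 6.5 µM compound · Times – compound with oleate, overnight · Measured by – Image-based BODIPY and DAPI two-channel analysis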
WT yeast gro inh: growth inhibition of WT yeast, mitochondrial fusion screen | mitochondrial fusion phenotypic screen, WT strain | AID 1362 | inhibition, % at 10 µM | 190,000 compounds, 2.1% hits; in the data active means inhibition above about 58%; tested in S. cerevisiae
Yfh1-depleted yeast: enhancers of respiration in Yfh1-depleted yeast, dose response, Friedreich's ataxia, plus single-dose screen (AID 1465); S. cerevisiae Yfh1-off respiration, WST-1 reduction, 72 h; higher fold induction means a stronger effect; fold induction at 50 µM; hits with a dose series show EC50 in µM; 220,000 compounds, 0.074% hits;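 active means fold induction of absorbance versus untreated yeast above a set limit, then at least 30% activation at any dose in follow-up; inconclusive means repeats straddling the limit, or above it without dose testing; inactive means fold induction below the set limit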;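 further: activators that raise dye reduction in frataxin-depleted yeast; strong numbers were not always called active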
Autophagy mod: modulators of autophagy | MEF GFP-LC3 puncta imaging; test concentration mostly 10 µM | calls only at 10 µM (by protocol) | 190,000 compounds, 0.98% hits;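 active means percentage of spot-positive cells more than 3 SD above its plate mean, without a fluorescence outlier flag or 80% toxicity; inconclusive means no clear call, values can overlap the other calls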;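 further: spot-positive cell cutoff set from DMSO-treated cells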
HEK293 NOD2/NF-kB: NOD2 signaling inhibitors, cell-based, luminescence, uHTS, HEK293 (AID 1566) | HEK293 NOD2/NF-kB luciferase reporter, luminescence; higher % means a stronger effect | inhibition, % at 4 µM, or EC50 in µM where a hit was titrated | 290,000 compounds, 0.63% hits; in the data active means inhibition above about 50%; further: many of its hits are not listed in these tables
MT stabilize HCS: microtubule stabilizers in HeLa cells; 200,000 compounds, 0.83% hits; % tubulin-high responders, % at 10 µM; AID 2205; HeLa tubulin immunostaining HCS, 24 h; share of cells brighter than vehicle mean+2SD;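 active means plate Z-score above 3 for both tubulin-high and condensed-nucleus cell shares, with cell loss under 80%, at 10 µM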;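 further: anti alpha tubulin signal scored within the nucleus-defined area of each cell; some results filed as inactive read as strong as hits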
b-catenin transl: beta-catenin nuclear translocation modulation. HeLa beta-catenin nuclear translocation, immunofluorescence imaging. nuclear translocation activity, % at 5 µM. 190,000 compounds, 0.3% hits. AID 1665;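 active means nuclear translocation activity above 50% at 5 µM, with a well cell count of 50 or more; inconclusive means wells under 50 cells across six images, flagged as toxic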;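 further: per-cell ratio of nuclear to cytoplasmic median beta-catenin stain intensity; plate controls were DMSO negative control for no effect and GSK-3 inhibitor IX positive control for full effect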
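Test system: human HeLa cell line; Doses: 5 µM primary, 0.02–20 µM confirmation; Incubation: 24 h compound exposure, 37°C; Detection: beta-catenin immunofluorescence imaging with DAPI; Read-out: beta-catenin nuclear/cytoplasmic ratio, % activation.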
Insulin prom up: MIN6 insulin promoter up-regulation; 190,000 compounds, 0.3% hits; MIN6 insulin promoter-GFP reporter, high-content imaging; stronger effect = higher value; z-score at 5 µM;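 active means z-score above 3 at 5 µM with at least 500 cells counted in the well; inconclusive means wells under 500 cells, flagged as cytotoxic or low count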
Dynein transport: dynein cargo transport inhibition | 3617.4 mouse cells, GR-EGFP nuclear translocation imaging; test concentration mostly 20 µM; stimulated with dexamethasone, 1 µM; stronger effect = lower value | z-score, hits read low | 220,000 compounds, 0.47% hits;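 active means plate z-score of nuclear minus cytoplasmic receptor signal below a set negative limit, without overly bright fluorescence or cell loss, cut at about -3.5 in these data, passing the limit was not always enough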;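 further: z-score of nuclear minus cytoplasmic ring GR-EGFP intensity difference per well; some compounds called inactive have numbers as strong as hits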
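medium = tetracycline-free induction medium containing charcoal-stripped FBS | probe or stimulus = dexamethasone, 1.0 µM final | timing = 48 h induction, then 1 h compound, then 30 min agonist, 37 °C | detection = automated 10x imaging of fixed Hoechst-stained cells | read-out basis = nuclear versus cytoplasmic GR-EGFP signal, averaged per well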
WT yeast gro inh mutant strain: recorded beside WT yeast gro inh, whose call it bears; inhibition, %; mitochondrial fusion phenotypic screen, mutant strain inhibition
Dynein transport cytoplasmic EGFP: also measured in Dynein transport; calls as there; z-score; measured here: cytoplasmic GR-EGFP intensity; stronger effect = higher value
Dynein transport nuclear GR-EGFP: second read-out of Dynein transport, no call of its own (marks repeat the call); z-score; measured here: nuclear GR-EGFP intensity;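 lower value marks the stronger effect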
Dynein transport cell count: second read-out of Dynein transport, no call of its own (marks repeat the call); z-score; measured here: cell count per field
Insulin prom up cell count: recorded beside Insulin prom up, whose call it bears; cell count; measured here: cytotoxicity, nuclei count;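 total cells summed across four imaged fields per well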
Lipid droplet cells 6.5 µM: also measured in Lipid droplet; calls as there; cell count; measured here: cell count, cytotoxicity flag;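 cells counted across two imaged fields per well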
b-catenin transl cell count 5 µM: second read-out of b-catenin transl, no call of its own (marks repeat the call); cell count; measured here: cell count, cytotoxicity flag
MT stabilize HCS Hoechst-high %: recorded beside MT stabilize HCS, whose call it bears; % Hoechst-high responders; measured here: nuclear condensation Hoechst responders;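 share of cells brighter than vehicle mean plus two SD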
MT stabilize HCS cytotoxicity %: further read-out of MT stabilize HCS, marked with its call; toxicity, %; measured here: cytotoxicity by cell density;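 0% = mean cell density of plate MIN control wells and 100% = no cells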
Autophagy mod cell loss 18 h: also measured in Autophagy mod; calls as there; toxicity, %; measured here: cell loss, nuclei count;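 cell loss after 18 h compound exposure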
Starred values were filed as active, the others as inactive; i = inactive; ? = inconclusive; / = no result given; + = active, no number.

Each structure is followed by: Lipid droplet	Lipid droplet cells 6.5 µM	WT yeast gro inh	WT yeast gro inh mutant strain	Yfh1-depleted yeast	Autophagy mod	Autophagy mod cell loss 18 h	HEK293 NOD2/NF-kB	MT stabilize HCS	MT stabilize HCS Hoechst-high %	MT stabilize HCS cytotoxicity %	b-catenin transl	b-catenin transl cell count 5 µM	Insulin prom up	Insulin prom up cell count	Dynein transport	Dynein transport cytoplasmic EGFP	Dynein transport nuclear GR-EGFP	Dynein transport cell count
O=C1/C(=C/c2cccnc2)SC(=S)N1N1CCOCC1
→ -1	701	/	/	i	/	/	-12%	/	/	/	-0.5	1325	/	/	2.1	-0.67	0.76	-1.7
CCc1nnc(NC(=O)C2CCCCC2)s1
→ -8	623	11	-7	i	i	-2	-2%	6.3	1.4	6.6	-2.2	1131	-0.82	1816	1.7	0.35	1.5	-0.089
O=C(/C=C/c1ccccc1[N+](=O)[O-])NCc1ccncc1
→ 4	706	-3	-11	i	i	36	21%	3.2	2.0	3.7	-0.6	921	-0.05	1554	-0.24	-0.35	-0.26	0.85
Cc1nn(Cc2ccccc2)c(Cl)c1C(=O)OCc1nnc(-c2ccc(Cl)cc2)o1
→ /	/	34	12	i	i	-8	24%	3.3	2.3	7.3	-1.8	969	-0.74	1159	-0.45	-0.05	-0.15	-0.55
Nc1nnc(SCCOc2cccc(Br)c2)s1
→ /	/	1	33	i	i	1	17%	2.9	1.8	5.5	-2.2	1426	0.66	1408	-0.89	-0.21	-1.2	0.45
Clc1ccc(-n2nnnc2-c2cnc3ccccc3c2-c2ccccc2)cc1
→ -11	671	/	/	i	/	/	11%	/	/	/	0.5	1266	-0.47	1435	-0.69	-0.27	-0.56	0.51
O=c1[nH]c(SCc2ccccc2)nnc1-c1ccccc1
→ 3	732	4	9	i	i	2	-12%	4.4	2.1	3.9	-2.4	1129	0.38	1209	1	-0.23	0.38	-0.69
COC(=O)c1sccc1NC(=O)c1cc(-c2ccc(C)cc2)nc2ccccc12
→ /	/	5	-3	/	i	35	-9%	6.1	4.0	2.7	2.1	1337	-0.14	1481	0.25	-0.19	0.8	-0.073
Cc1sc(NC(=O)c2ccco2)c(CN2CCN(c3ccccc3)CC2)c1C
→ -54	757	6	3	i	i	-21	-230%	0.9	1.5	6.6	/	/	-0.12	778	-0.71	-0.29	-0.29	0.6
S=c1[nH]nc(COc2ccccc2)n1/N=C/C=C/c1ccco1
→ 2	725	/	/	i	/	/	0%	/	/	/	0.5	1285	-0.03	1122	0.42	-0.18	0.8	-0.59
Cc1ccc(NC(=O)COC(=O)C(NS(=O)(=O)c2ccc(Cl)cc2)C(C)O)c(Br)c1 (stereo not drawn)
→ 18	656	-14	-17	i	i	3	-20%	1.9	3.2	7.0	-0.1	949	0.42	1353	-0.061	-0.13	-0.39	0.23
COCCN(C(=S)Nc1c(C)cccc1C)C(C)c1ccco1 (stereo not drawn)
→ -8	582	/	/	i	/	/	4%	/	/	/	-0.6	1395	0.14	911	-0.84	-0.26	0.29	-0.35
CNc1nc2c3ccccc3n(C(C)=O)c2s1
→ 12	747	7	11	i	i	-6	0%	1.7	1.6	7.3	/	/	0.42	939	0.81	-0.25	0.42	-0.48
Cn1nnnc1SCCNCc1ccccc1F
→ 1	762	-21	-29	i	i	4	8%	3.9	1.9	8.8	3.4	1068	/	/	-0.64	-0.17	-0.33	1.3
Cc1nn(CC(=O)OCC(=O)Nc2c(C(C)C)cccc2C(C)C)c(C)c1[N+](=O)[O-]
→ -1	690	6	10	i	i	-7	-4%	3.9	1.5	13	0.3	923	0.17	1337	0.044	-0.29	-0.42	-0.57
O=C(NCCc1ccccc1)C(c1ccncc1)N(C(=O)c1csnn1)C1CC1 (stereo not drawn)
→ -9	727	-13	5	i	i	-3	-15%	3.2	1.4	5.5	-1.9	529	/	/	-0.15	-0.14	-0.32	0.97
Cc1c(C(=O)N2CCOCC2)sc2ncn(CC(=O)N3CCC(C)CC3)c(=O)c12
→ 0	698	-4	-12	i	i	-5	-2%	3.9	2.7	3.5	-0.6	1025	-0.86	1159	-1	-0.23	-0.19	0.94
O=C(c1ccccc1)n1ccn(-c2ccccc2)c1=S
→ 2	763	-7	1	i	i	-3	-8%	3.9	2.6	6.4	5.4	528	/	/	1.7	-0.25	0.71	-0.97
COc1ccc(CCNC(=O)CCn2c(=O)oc3ccccc32)cc1OC
→ 10	603	11	-3	i	i	-2	-16%	2.2	1.5	2.1	-1.4	1121	-0.27	2136	-0.095	-0.21	0.054	0.43
O=C(NCc1ccc(F)cc1)c1ccc(CS(=O)(=O)Cc2ccc(F)cc2)o1
→ /	/	0	2	i	i	-1	20%	4.2	1.8	0.5	-0.6	692	-0.78	1180	0.57	-0.4	0.81	-0.69
CC(=O)Nc1ccccc1NC(=O)CC(C)(C)C
→ 26	655	-9	0	i	i	-6	-3%	3.2	2.4	5.8	0.9	1016	?	/	0.55	-0.14	0.61	1.2
O=C(/C=C/c1ccccc1)NNC(=O)C1CC1
→ 8	804	4	4	i	i	-3	13%	2.0	1.8	10	/	/	-0.06	1014	-0.96	0.25	-0.24	0.72
CCN(CC)C(=O)Cn1nnc(-c2ccc(S(C)(=O)=O)cc2)n1
→ 1	702	-10	1	i	i	25	22%	5.3	1.7	7.0	-0.6	1611	0.36	1500	0.84	-0.28	0.45	-0.26
Cc1ccc(N2CCN(C(=O)c3ccccc3NC(=O)C3CCCCC3C(=O)O)CC2)cc1 (stereo not drawn)
→ -34	551	-4	-13	i	i	15	4%	2.2	1.6	4.4	-2.9	554	-0.36	1277	-0.28	-0.27	0.48	0.27
COC(=O)c1ccc(C(=O)OC)c(NC(=O)COC(=O)C2CC2C)c1 (stereo not drawn)
→ -11	761	/	/	/	i	-2	14%	1.6	0.8	5.9	-1.4	1112	0.28	935	-0.48	-0.21	0.063	0.31
Cc1nn(Cc2ccc(F)cc2)c(C)c1NC(=O)c1nn(C)cc1Cl
→ -29	726	-9	4	i	i	15	2%	2.8	3.0	4.6	-1.2	1116	/	/	1.8	-0.27	0.56	-0.55
CCN(CC)CCCNCC(=O)Nc1cc(C)on1
→ -2	698	18	-1	i	i	3	-18%	2.3	1.1	1.6	-2.9	1046	0.75	1605	2.6	-0.12	1.8	-1.3
COCC(=O)Nc1ccc(OCc2ccccc2)cc1
→ 4	595	-5	-13	i	i	5	-49%	3.0	3.4	6.5	/	/	-1.2	1460	0.096	-0.24	-0.37	-0.41
CCOc1cc(NC(=S)NCCCN2CCOCC2)c(OCC)cc1NC(=O)c1cccs1
→ -11	691	11	3	i	+	20*	25%	7.0	3.2	7.4	-1.2	1032	-0.01	1475	1.2	-0.034	0.6	-2
O=C(Nc1cccc2ccccc12)C12CC3CC(C1)CC(n1cnc([N+](=O)[O-])n1)(C3)C2
→ -13	793	11	98	i	i	-1	14%	1.7	0.5	2.2	-1.1	1212	-0.73	922	-1.4	-0.29	-0.57	1.4
O=C(Nc1cccc(Cl)c1Cl)C1CC(=O)N(c2ccc(Br)cc2)C1 (stereo not drawn)
→ -20	670	1	-2	i	i	-3	7%	2.8	2.0	8.9	-3.2	1195	0.56	1191	1.7	-0.1	1.2	-1.9
O=C(O)C1NCCc2ccccc21 (stereo not drawn)
→ /	/	15	1	i	i	-22	-6%	3.9	4.4	4.0	2.0	1094	/	/	2.5	-0.24	1.2	-1.7
O=C(CC(C(=O)O)P(=O)(c1ccccc1)c1ccccc1)c1ccccc1 (stereo not drawn)
→ -5	748	1	1	i	i	-7	4%	4.3	1.1	4.2	-0.8	1029	/	/	1.1	-0.26	0.75	-0.43
NC1=NC2(CCCCC2)N(c2ccc(F)cc2)C(N)=N1
→ -2	697	-6	5	i	i	-4	12%	3.6	1.9	5.8	-1.2	1116	-0.2	1059	-0.53	-0.21	-0.71	-0.08
COc1ccc(-n2c(SCC(=O)N3CCCCC3)nnc2-c2cccnc2)cc1
→ -2	686	-11	-3	i	i	6	0%	1.9	2.6	7.8	-1.0	1093	-0.02	1124	-0.18	-0.22	0.02	0.27
CCOC(=O)C1=NN(c2ccccc2)C2(S1)SC(C(C)=O)=C(C)N2c1ccccc1 (stereo not drawn)
→ -1	791	72*	1.6*	i	i	-6	-2%	1.1	1.6	6.5	-1.8	1208	-1.1	1040	-0.7	-0.36	-0.2	0.85
Cc1ccccc1Cn1ccc(NC(=O)c2onc(C)c2Cl)n1
→ 0	761	5	-11	i	i	2	13%	2.3	1.6	1.4	-4.8	1306	-0.6	1334	0.5	-0.16	0.52	1

This is a subset; rates above refer to the full screens.
